Screening data deposited in PubChem by The Scripps Research Institute Molecular Screening Center.
LYPLA2 inh: counter-screen for PME1 inhibitors: inhibitors of human LYPLA2; recombinant LYPLA2, FP-Rh probe fluorescence polarization; inhibition, % at 5.9 µM; actives 0.38% (n = 320,000); AID 2177;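 active = inhibition above the screen-wide mean plus 3 SD, limit set per campaign, cut at about 26% in these data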;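 note: 0% = LYPLA2 with DMSO and 100% = wells lacking LYPLA2 enzyme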
LYPLA1 counter: blocks human lysophospholipase 1, a PME1 counter-screen | actives 0.16% (n = 320,000) | inhibition, % at 5.9 µM | O75608 | recombinant LYPLA1, FP-Rh probe fluorescence polarization;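 active = inhibition above the mean of all tested compounds plus 3 SD, set per campaign, cut at about 14% in these data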;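 note: inhibitors block serine hydrolase probe labeling of LYPLA1 so polarization falls; 0% = enzyme with DMSO and 100% = wells lacking LYPLA1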
PME-1 primary: PME-1 (human) inhibition | recombinant PME-1, FP-Rh probe fluorescence polarization | inhibition, % at 5.9 µM | actives 0.53% (n = 320,000) | AID 2130;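 active = inhibition above the campaign mean of all compounds plus 3 SD, cut at about 26% in these data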;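 note: competitive labeling of PME-1 active site by serine hydrolase directed probe; 0% = PME-1 with DMSO and 100% = wells lacking PME-1 enzyme; inhibitors block probe labeling so polarization falls and inhibition rises; many of its hits are not listed in these tables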
PAFAH1B3 FP inh: inhibitors of human PAFAH1B3 | AID 492972 | recombinant PAFAH1B3, FP-rhodamine probe, fluorescence polarization | actives 0.28% (n = 340,000) | inhibition, % at 3.39 µM | Q15102;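 active = inhibition above the screen-wide average of all tested compounds plus 3 SD, cut at about 25% in these data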;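 note: 0% = enzyme with DMSO only and 100% = wells lacking PAFAH1B3 protein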
pPAFAH FP inh: inhibitors of human plasma PAF acetylhydrolase (pPAFAH). inhibition, % at 3.39 µM. Q13093. recombinant pPAFAH, FP-rhodamine probe fluorescence polarization. actives 1.5% (n = 330,000);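 active = inhibition above the mean inhibition across the screen plus 3 SD, cut at about 25% in these data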;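 note: inhibitors block binding of the rhodamine activity-based probe so polarization drops; 0% = enzyme with DMSO and 100% = wells lacking pPAFAH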
PAD4 inh: PAD4 (human) enzyme inhibition; recombinant PAD4, RCA probe fluorescence polarization; inhibition, % at 6.36 µM; actives 0.41% (n = 330,000); AID 485272; Q9UM07;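 active = percent inhibition above a cutoff equal to the mean of all tested compounds plus 3 SD, cut at about 15% in these data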;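 note: 0% = PAD4 with RCA probe and DMSO and 100% = probe without PAD4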
Target sequence (Q9UM07 whole entry, looked up): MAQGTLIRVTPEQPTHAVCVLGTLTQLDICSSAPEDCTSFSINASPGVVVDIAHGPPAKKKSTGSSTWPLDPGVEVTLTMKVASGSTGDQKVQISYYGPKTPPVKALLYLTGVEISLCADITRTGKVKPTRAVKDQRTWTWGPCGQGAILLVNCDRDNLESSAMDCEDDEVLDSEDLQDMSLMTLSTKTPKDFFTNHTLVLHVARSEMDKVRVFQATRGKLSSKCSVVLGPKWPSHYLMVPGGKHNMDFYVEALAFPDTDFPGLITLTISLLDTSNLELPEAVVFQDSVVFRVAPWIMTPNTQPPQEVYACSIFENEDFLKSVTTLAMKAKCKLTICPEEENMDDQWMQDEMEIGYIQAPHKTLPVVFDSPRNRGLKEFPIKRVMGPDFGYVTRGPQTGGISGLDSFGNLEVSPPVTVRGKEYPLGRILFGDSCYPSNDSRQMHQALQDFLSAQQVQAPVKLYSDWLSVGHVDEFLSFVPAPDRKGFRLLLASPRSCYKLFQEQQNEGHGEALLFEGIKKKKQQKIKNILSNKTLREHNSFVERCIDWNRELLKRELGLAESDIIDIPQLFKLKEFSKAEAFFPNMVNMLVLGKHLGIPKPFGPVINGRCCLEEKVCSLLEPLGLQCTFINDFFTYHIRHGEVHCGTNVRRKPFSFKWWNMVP
PREPL inh: inhibits the human prolyl oligopeptidase-like enzyme; Q4J6C6; recombinant PREPL, fluorescence polarization activity-based probe; inhibition, % at 5.96 µM; actives 0.68% (n = 320,000); AID 2751; in the data active = inhibition above about 43%;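 note: 0% = enzyme with DMSO and 100% = wells lacking enzyme; many of its hits are not listed in these tables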
PAFAH1B2 FP inh: blocks human PAF acetylhydrolase 1b catalytic subunit 2; actives 1.2% (n = 340,000); P68402; inhibition, % at 3.39 µM; recombinant PAFAH1B2, FP-rhodamine activity probe, fluorescence polarization; AID 492953;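 active = inhibition above the mean of all tested compounds plus 3 SD, cut at about 24% in these data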;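 note: 0% = enzyme with DMSO and 100% = wells lacking PAFAH1B2; many of its hits are not listed in these tables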
Target sequence (P68402 whole entry, looked up): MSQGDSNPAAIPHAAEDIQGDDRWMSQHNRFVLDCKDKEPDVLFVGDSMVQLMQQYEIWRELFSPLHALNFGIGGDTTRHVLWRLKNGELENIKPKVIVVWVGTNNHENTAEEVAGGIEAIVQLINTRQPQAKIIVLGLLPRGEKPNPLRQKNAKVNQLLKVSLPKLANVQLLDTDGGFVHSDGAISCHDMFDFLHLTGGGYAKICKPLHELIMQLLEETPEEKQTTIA
GSTO1 counter: blocks human GSTO1 in RBBP9 counter-screen; P78417; recombinant GSTO1, activity-based probe fluorescence polarization; inhibition, % at 5.96 µM; actives 1.1% (n = 300,000); AID 1974;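 active = inhibition above the campaign mean inhibition plus 3 SD, cut at about 35% in these data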;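 note: 0% = GSTO1-1 with DMSO and 100% = wells lacking GSTO1-1 enzyme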
* = called active by the depositor; · = not tested or not shown.

SMILES	LYPLA2 inh	LYPLA1 counter	PME-1 primary	PAFAH1B3 FP inh	pPAFAH FP inh	PAD4 inh	PREPL inh	PAFAH1B2 FP inh	GSTO1 counter
CCOc1ccc(C2C(C(=O)O)c3ccccc3C(=O)N2CCN2CCOCC2)cc1 (centres undefined)	-2	1	-7	1	2	-2	-5	4	0
O=C(NCC1CCCO1)c1ccccc1OCc1ccc(F)cc1 (centres undefined)	0	-2	2	12	2	-2	9	2	5
COc1ccc2nc(NC(=O)CN3C(=O)NC4(CCCC4)C3=O)sc2c1	-3	0	-2	-1	-1	-5	-3	-5	0
COC(CNC(=O)[C@H](CSCc1ccccc1)N1Cc2ccccc2C1=O)OC	-2	-1	-1	-3	5	0	22	5	1
COCc1cc(C)nc2oc(C(=O)c3ccccc3)c(N)c12	2	0	5	0	3	1	2	4	8
Cc1cc(C)cc(NC(=O)c2cc(S(=O)(=O)NCc3ccco3)ccc2F)c1	2	-2	8	5	16	0	-3	7	3
CCOc1cccc(-c2c(C(=O)N/N=C/c3sccc3C)nnn2-c2nonc2N)c1	-9	-6	2	9	4	-2	2	3	-5
CCCC(=O)NCCSC	2	-2	-6	9	-3	-1	2	2	8
Cc1nn(CC(=O)NCC2CCCO2)c(C)c1[N+](=O)[O-] (centres undefined)	5	-1	2	11	-2	0	-8	-3	4
CC(C)(C)OC(=O)CNC(=O)c1[nH]cnc1C(=O)NC1CCN(C(=O)OC(C)(C)C)CC1	0	-3	0	1	2	-1	1	0	-1
C/C=C(/C)C(=O)O[C@@H]1c2c(ccc3ccc(=O)oc23)O[C@@H]1C(C)(C)OC(=O)/C(C)=C\C	-3	-3	12	11	0	2	3	-5	1
CS(=O)(=O)c1ccc(Cl)c(NC(=O)Nc2ccccc2)c1	-1	-1	0	3	1	-2	0	-1	5
COc1ccc(OC)c(C2c3[nH]c4ccccc4c3C[C@H]3C(=O)N(C4CC4)CC(=O)N23)c1 (some centres undefined)	2	1	-6	1	5	1	5	7	2
CC1=NN(c2ccc(N)cc2)C(=O)C1	4	-1	3	3	10	-5	6	1	50*
CCC(CO)NC(=O)c1ccccc1C(F)(F)F (centres undefined)	-6	-3	-3	1	1	2	-8	1	0
O=C(N/N=C/c1ccc(OC(F)F)cc1)c1cc[n+]([O-])cc1	7	1	-6	10	-1	3	9	3	13
CCCCN1C(=O)C(O)(c2ccccc2)c2cc(Br)ccc21 (centres undefined)	-3	-2	2	6	5	-4	28	0	2
CCOC(=O)N1CCN(C(=O)c2cn(CC(C)C)c(=O)c3c2c2ccccc2n3C)CC1	1	1	-2	1	2	-1	6	3	-1
Nc1nc(-c2nc3ccccc3[nH]2)cs1	-1	1	-1	4	-2	-2	5	-1	17
COc1ccc(CCNC(=O)[C@@H](NC(=O)N2CC(=O)Nc3ccccc32)C(C)C)cc1OC	-6	-4	-4	9	3	-1	-2	-1	-1

Some entries already given, showing only PAFAH1B3 FP inh:
SMILES,PAFAH1B3 FP inh
COc1ccc2nc(NC(=O)CN3C(=O)NC4(CCCC4)C3=O)sc2c1,-1
C/C=C(/C)C(=O)O[C@@H]1c2c(ccc3ccc(=O)oc23)O[C@@H]1C(C)(C)OC(=O)/C(C)=C\C,11

The list goes on:
SMILES	LYPLA2 inh	LYPLA1 counter	PME-1 primary	PAFAH1B3 FP inh	pPAFAH FP inh	PAD4 inh	PREPL inh	PAFAH1B2 FP inh	GSTO1 counter
O=C(CC1(O)C(=O)N(Cc2cccc3ccccc23)c2ccccc21)c1cccnc1 (centres undefined)	-3	-2	11	3	4	-4	-6	-1	-4
CCc1cc(C(=O)N2CCCC(CO)(Cc3ccc(F)cc3)C2)n(C)n1 (centres undefined)	-3	0	3	11	9	-9	3	3	3
CN(CC(=O)Nc1c(Cl)cccc1Cl)C(=O)CNC(=O)c1ccc2c(c1)OCO2	0	-3	-4	15	-3	0	13	-2	4
C/C(=N\NC(=S)Nc1cccc(C)c1)c1cc2ccccc2o1	-6	-7	-5	4	3	-3	18	-3	-40
COc1ccc(/C=C/C(=O)OCC(=O)NCCCc2ccccc2)cc1OC	·	·	·	4	11	-4	-5	1	·
Cc1cccc(C(=O)Nc2ccc(NC(=O)c3ccccc3)cc2)c1	-10	-10	-5	1	-2	0	-9	-1	-6
COc1ccc(S(=O)(=O)N2CCOC2CNC(=O)C(=O)NCc2ccco2)cc1C (centres undefined)	4	-2	4	10	3	-1	-6	4	7
COc1ccccc1NC(=O)CSc1nnc(COc2ccc(Cl)cc2)o1	0	-1	7	4	12	1	6	6	7
COc1cc(-c2nnc(-c3ccc(N4CCOCC4)cc3)o2)cc(OC)c1OC	8	0	1	-3	7	3	-4	-2	4
CCOc1ccc(N(CC(=O)NC2CCCC2)C(=O)CSc2nnc(COc3ccccc3)o2)cc1	6	2	-10	4	9	-2	18	1	5
COc1ccc(/C=N/NC(=O)c2ccc(N)cc2)cc1Cn1cc([N+](=O)[O-])cn1	-5	5	0	7	10	-1	14	-1	14
O=C(Nc1cccc2ccccc12)N1CCN(c2ccccc2)CC1	-2	0	-1	-1	4	4	0	0	4
Nc1ccc(C23CC4CC(CC(C4)C2)C3)cc1	5	1	0	2	-3	-3	-5	4	-3
Cc1ccc(S(=O)(=O)N2CCOCC2)cc1NC(=O)CSc1nnc(NC2CC2)s1	10	3	-1	-5	3	2	9	-3	·
CCOC(=O)c1[nH]cnc1C(=O)Nc1cccc(N)n1	5	3	0	5	-4	-4	5	7	-1
O=C(COc1ccc(S(=O)(=O)N2CCOCC2)cc1)NCc1ccccc1	5	1	0	-1	6	-4	0	0	-1
COc1ccc(NC2CCCN(C(=O)c3cccc(C)n3)C2)cc1OC (centres undefined)	-1	-2	3	0	-7	-4	13	0	0
N#Cc1ccc(OCC(=O)NCC(c2cccs2)N2CCOCC2)cc1 (centres undefined)	0	-1	2	10	3	0	15	5	2
Clc1ccccc1Cn1nnc2c(Nc3ccccc3)ncnc21	-2	-3	-1	4	3	-2	-4	0	4
Cc1cc(C)nc(SCC(=O)NC2CCCCC2C)n1 (centres undefined)	-2	-1	-11	2	-2	1	0	2	6
CC(OC(=O)c1cccs1)C(=O)NC1CCCCC1C (centres undefined)	3	2	1	1	3	2	-4	5	·
COc1cccc(-n2c(SCC(=O)N3CCc4ccccc43)nnc2-c2c[nH]c3ccccc23)c1	2	-3	3	6	0	2	5	3	1
COC(=O)c1cc(NS(=O)(=O)c2ccc(C)c3ccccc23)ccc1N1CCOCC1	-1	-2	5	-2	5	1	3	2	-2
CCCCOC(=O)c1ccc(NC(=O)CSc2nncn2C)cc1	1	0	-1	3	-1	6	12	-6	-12
COC(=O)C[C@H]1c2cc(F)ccc2S(=O)(=O)N1Cc1ccccc1	-7	-3	2	11	3	0	1	-1	-7
CCOc1ccc(N(CC(=O)NCc2cccs2)S(=O)(=O)c2c(C)noc2C)cc1	-1	-2	-1	4	7	1	-16	2	-4
O=C(c1cc(-c2ccc3c(c2)OCO3)on1)N1CCN(c2ccccc2)CC1	28*	6	5	-2	9	5	9	1	11
COc1ccc2c(c1OC)C(=O)N1C2SC(C)(C)[C@H]1C(=O)NCCCOC(C)C (some centres undefined)	2	0	4	7	2	3	5	3	3
Cc1cccc(N2CCN(C(=O)c3cc(S(=O)(=O)N(C)C)ccc3N3CCCC3)CC2)c1C	6	7	1	4	3	-1	38	2	-6
CC/C(C)=N/N1C(=O)c2ccccc2NC1(C)CC (centres undefined)	1	-4	-1	3	0	-2	14	-3	3
COc1ccc(S(=O)(=O)NCc2ccncc2)cc1NC(=O)c1ccccc1	-3	-3	10	5	2	0	6	7	-8
COc1ccc(C2=NN(C(=O)CCC(=O)O)C(c3cccs3)C2)cc1 (centres undefined)	0	-1	1	2	0	4	9	2	5
COc1ccc(C(O)(c2ccccc2OC)C(CN2CCOCC2)c2ccccc2)cc1 (centres undefined)	0	1	-2	6	-1	-3	0	1	7
CCOC(=O)c1cn2nc(Oc3ccc(OC)cc3)ccc2n1	-7	-2	-3	3	10	3	13	0	8
O=C(CSCC(=O)OCC(=O)c1ccc(Br)cc1)Nc1cccc2ccccc12	-3	-6	-6	-7	6	-4	-23	6	5
CCOc1cc(-c2cc(-c3ccc(N)cc3)nc(N)c2C#N)ccc1O	-6	2	41*	4	19	-2	24	2	-22
CN(CCC#N)C(=O)COC(=O)c1ccc(Cl)c(S(=O)(=O)N(C)c2ccccc2)c1	9	-3	-1	10	16	-5	11	7	-3
CCC(=O)c1ccc(O)c(CC=C(C)C)c1	-5	-1	6	6	0	3	-3	9	13
O=S(=O)(c1ccc(-c2csc(-c3cccnc3)n2)cc1)N1CCCC1	0	0	8	3	4	7	-12	3	-2
COc1ccc(S(=O)(=O)N/N=C(/C)c2ccco2)cc1	5	5	-4	5	10	0	14	1	-1
Cc1ccc(CNC(=O)N[C@@H](Cc2ccccc2)C(=O)O)cc1	2	-6	-6	2	1	-7	1	26*	1
O=C(O)C(Cc1ccccc1)NC(=O)C(Cc1ccccc1)NC(=O)C12CC3CC(CC(C3)C1)C2 (centres undefined)	6	1	3	·	2	0	20	·	14
CCn1c(=S)[nH]c2cc(S(=O)(=O)N3CCCCC3)ccc21	3	3	1	-1	0	-1	5	1	0
Cc1ccccc1NC(=O)COC(=O)CN1C(=O)NC(C)(C)C1=O	1	0	2	5	3	0	3	4	1
CCC(C)/C(C)=N/NC(=O)c1cn(-c2ccccc2)nc1-c1ccccc1 (centres undefined)	-25	-9	-17	1	-2	0	1	-6	-1
CN(CC(=O)Nc1c(F)cccc1F)Cc1cccs1	13	8	-3	-2	4	3	2	6	2
COC(=O)c1sc(S(=O)(=O)N2CCC(C(N)=O)CC2)c(C(=O)OC)c1C	-3	0	-2	7	1	1	3	5	1
O=C(Cc1ccccc1)c1c[nH]c(C(=O)NC2CCCC2)c1	5	0	6	-1	4	0	16	4	1
O=C(NCC(=O)N1CCCCC1)c1ccc2ccccc2c1	1	-4	-5	1	-1	2	7	-2	9
CCC1(c2ccccc2)NC(=O)N(CC(=O)Nc2ccc(N3CCCC3)cc2C)C1=O (centres undefined)	0	0	-1	3	5	1	16	6	1
O=c1cc(O)c2c(=O)n(C3CCCCC3)c3ccccc3c2o1	-3	-4	0	5	12	-5	13	-1	7
O=C(COC(=O)C1CC1)NCc1ccccc1Cl	2	4	-3	0	5	4	-6	5	10
CCOC(=O)C(=CNc1cc(OC)ccc1-n1cccc1)C(=O)OCC	-4	-3	-2	10	3	-1	-3	6	13
CS(=O)(=O)N(CC(=O)N1CCOCC1)c1ccc(Cl)cc1	0	0	-3	-1	-4	-1	10	0	2
COC(=O)CSC1=C(C#N)C(c2cccc(OC)c2)CC(=O)N1 (centres undefined)	4	4	4	3	0	2	-5	4	1
COCCN(CC(=O)NC1CCCCC1)C(=O)CCCC(=O)Nc1ccccn1	-3	0	-3	7	-4	-3	8	5	6

3 structures already listed, arranged by length of the SMILES, ascending:
SMILES	LYPLA2 inh	LYPLA1 counter	PME-1 primary	PAFAH1B3 FP inh	pPAFAH FP inh	PAD4 inh	PREPL inh	PAFAH1B2 FP inh	GSTO1 counter
CS(=O)(=O)N(CC(=O)N1CCOCC1)c1ccc(Cl)cc1	0	0	-3	-1	-4	-1	10	0	2
CCn1c(=S)[nH]c2cc(S(=O)(=O)N3CCCCC3)ccc21	3	3	1	-1	0	-1	5	1	0
CCC(C)/C(C)=N/NC(=O)c1cn(-c2ccccc2)nc1-c1ccccc1 (centres undefined)	-25	-9	-17	1	-2	0	1	-6	-1

The list is partial (hit frequency here may not be typical).
